Assay outcomes: PubChem BioAssay, Sanford-Burnham Center for Chemical Genomics
Jurkat NFkB inh – lowers PMA/ionomycin-induced NF-kB signal in Jurkat cells; PMA/ionomycin-induced NF-kB luciferase reporter, luminescence; inhibition, % at 4 µM; 330,000 tested, 0.53% active; AID 435003; in the data active means inhibition above about 50%
tim23-1 inh – inhibits growth of tim23-1 mutant yeast | S. cerevisiae tim23-1 growth, BacTiter-Glo luminescence, 24 h | inhibition, % at 20 µM | 330,000 tested, 1.3% active;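 active means growth inhibition of the mutant yeast at or above 50%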;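 further: temperature-sensitive mutant grown at 25 °C; plate controls were DMSO-treated mutant yeast for no effect and medium wells lacking yeast for full effect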
TIM10 inh – growth inhibitors of TIM10 yeast strain | S. cerevisiae TIM10 strain growth, BacTiter-Glo luminescence, 24 h | AID 463195 | 330,000 tested, 1.4% active | inhibition, % at 10 µM;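 active means inhibition of 40% or more at the single tested concentration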;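 further: wild-type TIM10 isogenic control strain grown at permissive 25 °C; 0% = DMSO yeast wells and 100% = minimal medium wells without yeast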
697 NFkB inh – inhibitors of the PMA/ionomycin-induced NF-kB reporter in 697 B cells. 697 B-cell NF-kB luciferase reporter, 16 h. inhibition, % at 4 µM. 330,000 tested, 0.33% active. AID 435022; in the data active means inhibition above about 35%
Mdm2-MdmX inh – inhibitors of human Mdm2/MdmX interaction | O15151+Q00987 | SaOS-2 split-luciferase Mdm2/MdmX complementation, luminescence | 330,000 tested, 3% active | inhibition, % at 8 µM;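 active means inhibition of at least 50% at 8 µM in the primary screen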
Target sequence (O15151 whole entry, looked up): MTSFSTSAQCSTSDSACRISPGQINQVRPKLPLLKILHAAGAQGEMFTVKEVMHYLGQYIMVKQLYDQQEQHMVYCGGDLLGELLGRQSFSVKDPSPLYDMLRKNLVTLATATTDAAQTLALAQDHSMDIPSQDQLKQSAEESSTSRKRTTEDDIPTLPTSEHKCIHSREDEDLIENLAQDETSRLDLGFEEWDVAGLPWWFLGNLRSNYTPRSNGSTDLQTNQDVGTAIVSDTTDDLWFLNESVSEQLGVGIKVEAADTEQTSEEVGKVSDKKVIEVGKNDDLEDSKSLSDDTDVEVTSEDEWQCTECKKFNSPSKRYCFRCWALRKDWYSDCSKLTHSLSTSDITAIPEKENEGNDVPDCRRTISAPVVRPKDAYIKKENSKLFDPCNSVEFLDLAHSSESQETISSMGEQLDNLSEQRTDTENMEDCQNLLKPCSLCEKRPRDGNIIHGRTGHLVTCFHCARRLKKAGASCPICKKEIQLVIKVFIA
Target sequence (Q00987 whole entry, looked up): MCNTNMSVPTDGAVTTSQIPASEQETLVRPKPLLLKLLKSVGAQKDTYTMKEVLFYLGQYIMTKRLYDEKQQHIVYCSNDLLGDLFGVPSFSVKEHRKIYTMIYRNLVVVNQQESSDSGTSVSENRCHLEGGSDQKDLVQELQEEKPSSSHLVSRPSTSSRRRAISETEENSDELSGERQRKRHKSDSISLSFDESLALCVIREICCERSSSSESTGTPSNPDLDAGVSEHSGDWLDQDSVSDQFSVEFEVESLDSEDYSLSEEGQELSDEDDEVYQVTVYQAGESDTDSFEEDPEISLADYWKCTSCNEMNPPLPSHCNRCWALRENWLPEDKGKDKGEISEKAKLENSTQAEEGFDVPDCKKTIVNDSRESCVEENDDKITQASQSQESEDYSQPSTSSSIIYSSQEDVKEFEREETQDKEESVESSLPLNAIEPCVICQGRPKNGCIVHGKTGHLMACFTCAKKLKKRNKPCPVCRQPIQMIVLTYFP
UPR CHOP act – apoptotic UPR (CHOP) activation. activation, % at 10 µM. 330,000 tested, 0.34% active. CHO-CHOP luciferase reporter, luminescence; percent of tunicamycin response over DMSO baseline. AID 449763;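 active means at 10 µM dose, activation of 40% or more, normalized to positive control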;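 further: 100% = tunicamycin at 10 µg/mL and 0% = DMSO alone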
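Evaluation: % reporter activation, DMSO baseline versus tunicamycin full activation; System: CHO-CHOP luciferase reporter cell line; Input: 500 cells/well; Incubation: 6 h compound treatment, 37 °C; Measured by: Steady-Glo luciferase luminescence; Dosing: one dose, 10 µM in 0.5% DMSO; Buffer or medium: F12 medium, 10% FBS; Benchmarks: positive tunicamycin 10 µg/mL, negative DMSO alone.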
tim10-1 inh – inhibits growth of tim10-1 mutant yeast; S. cerevisiae tim10-1 ts strain growth, BacTiter-Glo, 24 h; inhibition, % at 20 µM; 330,000 tested, 2.2% active; AID 463190;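 active means inhibition of at least 40%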;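 further: mutant grown at 25 °C; 0% = DMSO wells with yeast and 100% = wells holding no yeast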
UPR XBP1 act – activators of adaptive arm of unfolded protein response (XBP1); CHO-XBP1 luciferase reporter, IRE1-XBP1 UPR activation, luminescence; percent of tunicamycin response, DMSO as zero; activation, % at 20 µM; 330,000 tested, 0.33% active; AID 463104;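 active means versus positive control, 20 µM dose yields 30% or more activation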;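 further: 100% = tunicamycin at 10 µg/mL and 0% = DMSO only wells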
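Material – CHO cell line with stable XBP1 luciferase reporter · Buffer or medium – F12 plus 10% FBS · Compound – single point, 20 µM final compound, 1% DMSO · Schedule – 16-18 h cell attachment at 37 °C, then 6 h compound exposure · Signal – Steady-Glo luminescence read · Benchmarks – high control tunicamycin 10 µg/mL final, low control DMSO vehicle only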
Numbers without * were called inactive; . = no result given.

SMILES	Jurkat NFkB inh	tim23-1 inh	TIM10 inh	697 NFkB inh	Mdm2-MdmX inh	UPR CHOP act	tim10-1 inh	UPR XBP1 act
COC(=O)CNC(=O)CN(c1ccc(OC)cc1OC)S(=O)(=O)c1ccccc1	0	5	4	14	10	0.4	-3	-1
Cc1ccc(S(=O)(=O)N2[C@@H](c3ccc(Br)cc3)C(C(=O)O)=C[C@H]2C(C)(C)C)cc1	5	10	12	6	-4	-0.4	4	-2
Cc1ccc(NC(=O)CN(C)C(=O)c2ccc(NS(=O)(=O)c3ccc4[nH]c(=O)[nH]c4c3)cc2)cc1	8	10	2	4	-18	2.8	8	-1
NC(=O)NOCc1ncc(C(F)(F)F)cc1Cl	1	-8	3	13	15	-3.6	10	1
CCn1cc([N+](=O)[O-])c(C(=O)N2N=C3/C(=C/c4cccs4)CCCC3C2c2cccs2)n1 (stereo not drawn)	5	27	41*	14	19	0.7	33	2
Cc1cc(C)c(C)c(SCC(=O)Nc2oc(C)c3c(C)n[nH]c(=O)c23)c1C	4	15	13	17	-26	-1.4	22	3
COc1ccc(S(=O)(=O)N(C)CC(=O)NCCN2CCOCC2)cc1Cl	-2	5	-1	16	-2	0.7	8	-3
CCC(=O)C1CCCN(C(=O)CCc2nnc(-c3ccc4c(c3)OCO4)o2)C1 (stereo not drawn)	-23	-2	13	-59	-29	3.2	7	2
CC1C(=O)CC(c2ccccc2)N(C)C1c1ccccc1 (stereo not drawn)	20	24	16	14	-18	-0.2	18	1
O=C(CCCC1=NS(=O)(=O)c2ccccc2N1)NCCc1ccc(Cl)cc1	18	8	3	3	14	2.6	11	-4
CC(C)N(CCNS(=O)(=O)c1ccc(Cl)cc1)C(C)C	-5	-4	0	12	5	-2.1	8	-4
CS(=O)(=O)c1ccc(-c2nn[nH]n2)cc1	-5	0	5	10	-7	2.0	-1	-1
Cc1ccc2c3c1C1(C(=O)N3C(C)(C)CC2C)C(C#N)=C(N)Oc2cc(O)ccc21 (stereo not drawn)	7	9	12	3	7	0.2	10	-1
CC1(C)CC(=O)C2=C(C1)OC(N)=C(C#N)C2c1cccs1 (stereo not drawn)	-13	1	3	13	30	1.9	21	-3
COCCC(=O)N1CCC(Oc2ccc(C(=O)NC3CCCCC3)cc2)CC1	2	20	3	8	-5	-1.0	16	-1

Among those listed so far, 2 have an aryl methoxy group.
SMILES	Jurkat NFkB inh	tim23-1 inh	TIM10 inh	697 NFkB inh	Mdm2-MdmX inh	UPR CHOP act	tim10-1 inh	UPR XBP1 act
COC(=O)CNC(=O)CN(c1ccc(OC)cc1OC)S(=O)(=O)c1ccccc1	0	5	4	14	10	0.4	-3	-1
COc1ccc(S(=O)(=O)N(C)CC(=O)NCCN2CCOCC2)cc1Cl	-2	5	-1	16	-2	0.7	8	-3

(cont.)
SMILES	Jurkat NFkB inh	tim23-1 inh	TIM10 inh	697 NFkB inh	Mdm2-MdmX inh	UPR CHOP act	tim10-1 inh	UPR XBP1 act
O=C(N/N=C/c1ccccc1O)c1cc[n+]([O-])cc1	10	6	3	13	26	-2.6	11	2
COc1ccc(-c2noc(CN(C)CCC3CCCCO3)n2)cc1 (stereo not drawn)	0	2	-9	9	-1	-0.3	11	-1
O=C(O)CCC(C(=O)O)n1c(O)c(C2=c3ccccc3=NC2=O)sc1=S (stereo not drawn)	-11	11	21	-13	-6	-0.7	19	3
CC1(C)CC2(CCCN3C(=O)CSC32)CCS1 (stereo not drawn)	-14	0	-14	6	20	-0.5	-5	-2
O=C(COC(=O)c1ccc(Cl)c(Cl)c1)Nc1cccnc1Cl	-2	1	2	24	-3	-0.1	21	1
Cc1ccccc1OCCC(=O)OCC(=O)NCCc1ccc(S(N)(=O)=O)cc1	-4	-3	7	3	-1	0.6	-7	0
Cc1cccc(N2CC(c3nc4ccccc4[nH]3)CC2=O)c1 (stereo not drawn)	-11	3	-4	-1	16	-0.6	-1	1
CN(CCOC(=O)c1cccc(Br)c1)C(C)(C)C	6	10	-9	10	13	-0.1	2	3
S=c1[nH]nc(-c2ccc(Cl)cc2)n1-c1ccc2c(c1)OCCO2	-8	19	19	-1	-15	2.3	20	-1
O=C(COC(=O)c1ccco1)NCc1ccc(F)cc1	11	12	0	10	12	0.0	4	-1
O=c1c2ccccc2nc(-c2cccs2)n1-c1cccc2ccccc12	-18	35	21	-11	6	-0.3	22	0
O=C(NCc1ccco1)c1ccc(N2CCCC2=O)cc1	1	7	2	8	-9	1.9	1	-1
Cc1cc(SCC(=O)NN)c2cc(Br)ccc2n1	-5	-12	-49	-18	45	1.8	-25	-1
CCOc1ccc(S(=O)(=O)/N=C(\N)c2ccccc2)cc1	3	5	-11	-14	17	2.2	-7	-3
O=S(=O)(c1ccccc1)c1nc(-c2ccccc2)oc1NCCCN1CCOCC1	-11	14	2	-1	42	2.9	5	-8
COC(=O)c1nc2n(n1)C(c1ccc(OC)c(OC)c1OC)C1=C(CCCC1=O)N2 (stereo not drawn)	-29	21	-11	3	10	-4.0	9	0
CC1=CC(=O)CC(C)(C)C1(O)/C=C/C(C)=C/C(=O)O (stereo not drawn)	-2	-12	-4	8	15	0.7	4	-1
CCCNC(=O)C1CCN(S(=O)(=O)c2ccc(-c3nn[nH]n3)cc2)CC1	-3	3	1	17	0	-0.6	-8	-1
COc1ccc(Cc2nnc(SCC(=O)Nc3ccc(N4CCOCC4)cc3)o2)cc1	4	9	2	2	29	1.4	-16	-2
O=C(Nc1ccccc1)N1CCC(C(=O)N2CCN(S(=O)(=O)c3cccc(F)c3)CC2)CC1	-8	14	7	3	23	0.4	1	0
COc1ccccc1CNC(=O)C1COc2ccccc2O1 (stereo not drawn)	-28	10	5	-13	-20	2.9	24	-1
CC(C)Oc1ccc(C(CC(=O)O)n2cnnn2)cc1 (stereo not drawn)	-6	6	-4	16	4	-0.5	5	-2
Cc1ccc(C)c(NC(=O)COc2cccc3c2CCN(Cc2ccccc2C)C3=O)c1	17	1	28	-10	-7	3.6	13	-1
O=C(CSc1n[nH]c(=O)n1-c1ccccc1)N1CCOCC1	1	10	-9	4	20	0.1	7	1
O=C(Nc1cc(SCCO)cc([N+](=O)[O-])c1)c1ccco1	1	4	11	6	-1	0.2	-14	-3
CC(C)N(Cc1ccccc1)S(=O)(=O)c1ccc2c(c1)NC(=O)CO2	-5	23	-13	-14	16	-1.7	15	-4
C(=C\c1ccccc1)/CN1CCN(C(c2ccccc2)c2ccccc2)CC1	4	43	23	5	32	0.2	-27	-5
Cc1ccc(-c2noc(CCC(=O)N3CCN(c4cc(C)ccc4C)CC3)n2)cc1	.	42	14	11	13	2.1	29	3
FC(F)(F)c1cc(N2CCOCC2)nc(-c2ccccc2)n1	-7	23	17	-3	3	-2.3	8	-3
CCN1CCN(C(=O)CN2C(=O)COc3ccc(S(=O)(=O)N4CCOCC4)cc32)CC1	7	10	-9	11	21	3.6	15	-7
CC1CN(C(=O)CSc2nc(-c3ccccc3)cs2)CC(C)O1 (stereo not drawn)	16	-7	-6	21	-4	0.7	10	0
CC1(C)Cc2c(sc(NC(=O)c3ccco3)c2C(=O)O)CO1	-5	6	3	-16	-5	1.2	3	2
O=C(CC(=O)NN=C1CCCCCC1)NCc1cccnc1	-8	13	1	-1	0	-0.3	1	0
Cn1c(=O)[nH]c(=O)c2c1nc(SCCC(=O)O)n2Cc1cccc(Br)c1	-7	15	11	-28	2	-1.2	5	-5
COc1cccc2cc(C(=O)Nc3ccccc3C)/c(=N/O)oc12	-84	38	-7	-58	36	2.0	21	-1
C/C(=N\N(Cc1ccccc1)c1ccccc1)c1ccncc1	17	-8	-27	5	21	1.1	-48	0
Cn1c(=O)oc2cc(S(=O)(=O)N3CCCC(C(=O)Nc4ccccn4)C3)ccc21 (stereo not drawn)	18	1	-6	8	18	-1.8	5	-1
CCOC(=O)C1CCN(Cc2coc3c(Cl)cc(Cl)cc3c2=O)CC1	-13	32	11	-10	-36	0.0	12	0
C/C(=N\NC(=O)c1nn(C)cc1Br)c1cccc(NC(=O)C2CCCC2)c1	-16	8	22	1	20	1.2	11	-3
CCCCC(Sc1nc(C)c(Cc2ccccc2)c(=O)[nH]1)C(=O)O (stereo not drawn)	-1	5	14	-8	5	0.9	-1	-3
CCCc1ccc(S(=O)(=O)Nc2ccc(C)c(NS(C)(=O)=O)c2)cc1	-13	5	-5	-6	1	1.2	-17	-3
Cn1cccc1C(=O)NNC(=O)COc1ccc(C#N)cc1	10	-11	-1	16	15	-0.5	-17	0
COc1ccc(Oc2ccc(N/C=C3\CCCC3=O)cc2)cc1	8	10	-5	-24	4	5.8	18	2
COc1ccc(NC(=O)CCC(=O)N/N=C/c2cn(C)nc2C)cc1	8	8	3	4	36	-0.2	-18	-2
O=C(N/N=C/c1c[nH]c2ccccc12)c1cc(Cl)ccc1O	-1	12	3	-8	3	4.3	13	-1
COc1ccccc1N(C(=O)CNC(=O)c1ccco1)C(C(=O)NC1CCCCC1)c1ccncc1 (stereo not drawn)	7	12	-9	5	10	0.9	-3	-3
COc1ccc(NS(=O)(=O)c2ccc(O)c(C(=O)OCC(=O)NC3CCCCC3)c2)cc1	8	19	-10	-4	2	0.6	2	-1
Cc1nn2c3c(cnc2c1-c1ccc(Cl)cc1)C(=O)CC(c1ccco1)C3 (stereo not drawn)	-5	-7	12	-3	-8	-2.7	10	4
Cc1cc(C(F)(F)F)n2nc(-c3cnn(C)c3C(F)(F)F)c(Br)c2n1	-1	43	23	12	7	-0.8	41*	-1
CS(=O)(=O)N(Cc1ccccc1)c1ccc(C(=O)NCC2CCCO2)cc1 (stereo not drawn)	6	7	-2	4	9	0.5	8	1
Nc1c(C(=O)N2CCOCC2)oc2ccccc12	2	-6	-8	-10	-14	0.9	-7	0
O=C(CSc1nnc(NC(=O)c2ccccc2F)s1)Nc1ccccc1F	-43	12	6	-25	-17	0.0	-3	0
CCOC(=O)c1ccc(N2C(=O)CC(N3CC(C)OC(C)C3)C2=O)cc1 (stereo not drawn)	4	18	8	14	28	-0.3	30	-5
COc1cc(C(C)=O)ccc1OCC(=O)Nc1cc(C)on1	-8	-6	-14	8	-11	2.7	-15	1
Cc1c(C(c2cccc(Br)c2)c2c(C)n(C)n(-c3ccccc3)c2=O)c(=O)n(-c2ccccc2)n1C	17	-1	-2	14	22	4.0	-3	-7
Cc1cccc(C(=O)OCC(=O)N(C)c2ccccc2)c1C	1	50	5	8	11	2.4	22	5
C/C(=N\N=C(N)N)c1cccc(Cl)c1	3	5	-3	18	18	-1.4	-14	-1
CN(C)S(=O)(=O)c1ccc2oc(SCC(=O)c3c(N)n(C4CC4)c(=O)[nH]c3=O)nc2c1	7	10	2	-18	-2	0.7	2	0
Cc1cc(C)nc(NC(=NCCc2c[nH]c3ccccc23)NC(=O)C(C)(C)C)n1	3	36	11	-5	52*	2.2	27	-1
CN(C)c1nc(NCc2ccccc2)nc(N/N=C/c2ccc(Br)cc2)n1	-11	11	17	-32	90*	1.8	25	9

With a hit mark in Mdm2-MdmX inh (from the list above):
molecule | Jurkat NFkB inh | 697 NFkB inh | Mdm2-MdmX inh | tim10-1 inh | UPR XBP1 act
Cc1cc(C)nc(NC(=NCCc2c[nH]c3ccccc23)NC(=O)C(C)(C)C)n1 | 3 | -5 | 52* | 27 | -1
CN(C)c1nc(NCc2ccccc2)nc(N/N=C/c2ccc(Br)cc2)n1 | -11 | -32 | 90* | 25 | 9
